# Source: PubChem (several laboratories)
# bCat nuc transl = modulators of beta-catenin nuclear translocation, primary screen, imaging, HeLa cells, immunofluorescence, high-content; 190,000 tested, 0.3% active; nuclear translocation activity, % at 5 µM;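 active = nuclear translocation activity above 50% at 5 µM, with a well cell count of 50 or more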;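 note: per-cell ratio of nuclear to cytoplasmic median beta-catenin stain intensity; plate controls were DMSO negative control for no effect and GSK-3 inhibitor IX positive control for full effect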
#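 test system = HeLa cells, endogenous beta-catenin | dosing = single 5 µM dose plus 0.02–20 µM confirmation series | times = compound treatment 24 h, 37°C, 5% CO2 | technique = beta-catenin immunofluorescence imaging with DAPI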
# Salmonella PhoP GFP = inhibitors of PhoP regulon expression, primary screen, Salmonella Typhimurium, GFP reporter (AID 1863); one-dose inhibition, % at 50 µM; IC50 in µM for titrated hits; 300,000 tested, 0.16% active; S. Typhimurium PhoP-regulated promoter GFP reporter, 4 h; higher % means a stronger effect;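 active = inhibition over 29.93%, a cutoff 3 SD above the screen mean, later confirmed by dose response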;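 note: 0% = low Mg2+ inducing control and 100% = high Mg2+ repressing control; strong numbers were not always called active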
# Hep lipid drop = inhibitors of hepatocyte lipid droplet formation, primary screen, imaging, high-throughput imaging, BODIPY stain. AID 1656, 2009. AML12 mouse hepatocytes, oleate lipid droplets. inhibition, % at 6.5 µM. 240,000 tested, 0.4% active;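 active = lipid droplet intensity inhibited by at least 50%, with more than 500 cells counted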
#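 System: AML12 hepatocytes (mouse). Probe or stimulus: oleic acid at 100 µM to induce lipid droplet formation. Times: overnight treatment with compound plus oleate. Detection: Image-based BODIPY and DAPI two-channel analysis. Evaluation: percent inhibition of filter-corrected integrated lipid droplet intensity per well.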
# Ins promoter up = insulin promoter activators in MIN6 cells, imaging, high-content screening, mouse beta cells; MIN6 insulin promoter-GFP reporter; hits give high values; z-score at 5 µM; 190,000 tested, 0.3% active;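 active = z-score above 3 at 5 µM with at least 500 cells counted in the well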
# Autophagy HCS = autophagy modulators in MEF cells, primary screen, imaging, high-content, MEF GFP-LC3 | MEF GFP-LC3 puncta imaging; test concentration mostly 10 µM | calls only at 10 µM (by protocol) | 190,000 tested, 0.98% active | AID 463193, 2010;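 active = percentage of spot-positive cells more than 3 SD above its plate mean, without a fluorescence outlier flag or 80% toxicity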;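 note: spot-positive cell cutoff set from DMSO-treated cells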
# Dynein cargo inh = inhibitors of GR-EGFP nuclear translocation, primary screen, dynein cargo transport inhibitor project, imaging, high-content, 3617.4 mouse cells; test concentration mostly 20 µM; stimulated with dexamethasone, 1 µM; hits give low values; z-score, hits read low; 220,000 tested, 0.47% active;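 active = plate z-score of nuclear minus cytoplasmic receptor signal below a set negative limit, without overly bright fluorescence or cell loss, cut at about -3.5 in these data, passing the limit was not always enough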;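 note: z-score of nuclear minus cytoplasmic ring GR-EGFP intensity difference per well; some compounds called inactive have numbers as strong as hits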
#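 Buffer or medium: tet-free medium with charcoal-stripped serum / Also added: dexamethasone agonist, 1.0 µM final, for 30 min / Timing: induction 48 h, compound 1 h, agonist 30 min / Measured by: high-content fluorescence imaging after fixation / Read-out: nuclear-to-cytoplasmic GR-EGFP distribution per well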
# MT stabilizer = microtubule stabilizers in HeLa cells, primary screen, imaging, high-content imaging | HeLa tubulin immunostaining HCS, 24 h; share of cells brighter than vehicle mean+2SD | 200,000 tested, 0.83% active | % tubulin-high responders, % at 10 µM | AID 2205, 2009;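 active = plate Z-score above 3 for both tubulin-high and condensed-nucleus cell shares, with cell loss under 80%, at 10 µM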;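 note: anti alpha tubulin signal scored within the nucleus-defined area of each cell; some results filed as inactive read as strong as hits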
# T cell modulator = modulators of CD8 T cell-vesicle binding, primary screen, mouse 2C CD8+ T cells, flow cytometry | 2C CD8+ T cell-vesicle binding; hits give low values | calls only at 7 µM | 330,000 tested, 0.068% active;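 active = response, share of CD8 T cells binding vesicles, and their 90th percentile fluorescence all below set limits, cut at about 80% in these data, passing the limit was not always enough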
#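 Material: murine 2C transgenic CD8+ T lymphocytes / Also added: QL9-peptide-loaded Drosophila micro-vesicles bearing Ld, ICAM-1 and B7-1 / Schedule: binding step 1.5 h, 37 °C, antibody labelling 20 min, ice / Signal: flow cytometry, PE anti-B7-1 (FL2) versus Alexa647 anti-CD8 (FL8), PFA-fixed / Evaluation: percent CD8+ FL2 mean versus row control / Benchmarks: naked versus QL9-loaded vesicles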
# CSM14.1 death rescue = rescue of cells from ER stress-induced death, primary screen, 384-well, CSM14.1, thapsigargin, ATP luminescence (AID 1222); CSM14.1 thapsigargin-induced death rescue, ATP luminescence; higher % means a stronger effect; cellular ATP content (survival), % at 20 µM; hits with a dose series show EC50 in µM; 190,000 tested, under 10 active;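 active = EC50 below 50 µM in the dose-response confirmation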;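 note: death triggered by thapsigargin at about 15 µM added after 2 h compound pretreatment; cell ATP read after overnight thapsigargin exposure of roughly 18 to 22 hours; normalized against plate controls of thapsigargin alone and 5% DMSO vehicle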
# Dynein cargo inh cytoplasmic EGFP = recorded beside Dynein cargo inh, whose call it bears; z-score; measured here: cytoplasmic GR-EGFP intensity; hits give high values
# Dynein cargo inh nuclear GR-EGFP = further read-out of Dynein cargo inh, marked with its call; z-score; measured here: nuclear GR-EGFP intensity;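 lower value marks the stronger effect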
# Dynein cargo inh cell count = further read-out of Dynein cargo inh, marked with its call; z-score; measured here: cell count per field
# Ins promoter up cell count = recorded beside Ins promoter up, whose call it bears; cell count; measured here: cytotoxicity, nuclei count;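 total cells summed across four imaged fields per well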
# Hep lipid drop cells 6.5 µM = recorded beside Hep lipid drop, whose call it bears; cell count; measured here: cell count, cytotoxicity flag;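 cells counted across two imaged fields per well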
# bCat nuc transl cell count 5 µM = further read-out of bCat nuc transl, marked with its call; cell count; measured here: cell count, cytotoxicity flag
# T cell modulator vesicle-bound % = recorded beside T cell modulator, whose call it bears; double positive events, %; measured here: CD8+ vesicle-bound cell fraction;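 binding gate set so that unloaded-vesicle control wells show 10% double positive cells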
# MT stabilizer Hoechst-high % = also measured in MT stabilizer; calls as there; % Hoechst-high responders; measured here: nuclear condensation Hoechst responders;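 share of cells brighter than vehicle mean plus two SD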
# MT stabilizer cytotoxicity % = also measured in MT stabilizer; calls as there; toxicity, %; measured here: cytotoxicity by cell density;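 0% = mean cell density of plate MIN control wells and 100% = no cells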
# Autophagy HCS cell loss 18 h = second read-out of Autophagy HCS, no call of its own (marks repeat the call); toxicity, %; measured here: cell loss, nuclei count;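 cell loss after 18 h compound exposure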
# Active calls of the source: *; i = inactive; · = not tested or not shown.
SMILES,bCat nuc transl,bCat nuc transl cell count 5 µM,Salmonella PhoP GFP,Hep lipid drop,Hep lipid drop cells 6.5 µM,Ins promoter up,Ins promoter up cell count,Autophagy HCS,Autophagy HCS cell loss 18 h,Dynein cargo inh,Dynein cargo inh cytoplasmic EGFP,Dynein cargo inh nuclear GR-EGFP,Dynein cargo inh cell count,MT stabilizer,MT stabilizer Hoechst-high %,MT stabilizer cytotoxicity %,T cell modulator,T cell modulator vesicle-bound %,CSM14.1 death rescue
CC(C)CC(NC(N)=O)C(=O)OCC(=O)Nc1ccc(SC(F)F)cc1 (stereo unspecified),-0.9,1098,-5%,-9,691,0.04,1246,i,23,-0.85,-0.1,-0.51,0.83,2.3,1.8,7.7,i,30,-1.2%
Cc1ccccc1N=C1Nc2ccccc2CS1,-3.0,1013,16%,·,·,-1.2,1237,i,6,-0.096,-0.22,0.12,0.79,2.3,1.7,4.9,i,8,2.6%
O=C(CCCCCn1c(=O)[nH]c2ccsc2c1=O)N1CCN(C2CCCCC2)CC1,1.6,1096,-3%,·,·,0.15,937,i,1,-0.7,-0.24,-0.38,0.65,2.8,2.3,7.9,i,60,0.1%
Cn1ccc(NC(=O)Nc2cccc([N+](=O)[O-])c2)n1,-5.4,1124,0%,-9,679,-0.54,1502,i,-34,1.1,-0.24,0.77,-0.87,3.2,1.0,6.1,i,60,-3.1%
CSCCC(NC(=O)/C(=C/c1ccc2c(c1)OCO2)NC(=O)c1cccc([N+](=O)[O-])c1)C(=O)O (stereo unspecified),1.0,1084,4%,-1,697,-0.04,1382,i,10,-0.54,-0.3,-0.2,0.62,5.1,1.9,6.3,i,58,4.5%
Cc1c(NS(=O)(=O)c2ccc3c(c2)c(=O)n(C)c(=O)n3C)c(=O)n(-c2ccccc2)n1C,·,·,-7%,6,860,-0.87,973,i,4,-0.15,-0.18,-0.061,2.6,3.7,2.9,14,i,36,0.8%
N#C/C(=C/c1ccc(F)cc1)S(=O)(=O)c1ccccc1,-1.0,1370,-9%,17,641,-0.13,1051,·,·,0.72,-0.064,0.56,-0.79,·,·,·,i,23,·
COc1ccc(-c2sc(NC(C)=O)nc2-c2ccccc2)cc1,-1.6,978,-8%,24,663,0.11,1232,i,-3,-0.68,-0.22,-0.31,0.67,1.7,1.4,7.1,i,49,-3.0%
COc1ccc(S(=O)(=O)N(C)CC(=O)Nc2ccc(F)cc2)cc1,-1.8,1146,-6%,-3,790,0.67,1148,i,7,-0.6,0.021,-0.016,0.96,3.6,1.7,4.9,i,16,-2.8%
COc1ccc(Cl)cc1NC(=O)CCc1nc(-c2ccccc2F)no1,-0.4,1052,2%,-12,679,-0.36,1349,i,-5,-0.019,-0.24,0.25,0.31,5.2,3.4,4.9,i,30,1.3%
O=C([C@H](O)c1ccccc1)N1CCC[C@H]1CO,·,·,1%,-13,688,0.16,1217,i,-2,-0.31,-0.32,-0.4,0.73,4.7,2.6,3.3,i,24,-1.9%
CC(/C=C1\SC(=S)N(NC(=O)c2ccc(C)cc2)C1=O)=C\c1ccccc1,1.3,1324,-1%,·,·,-0.75,1626,i,-12,0.44,0.056,0.81,-0.023,3.5,1.9,4.6,i,61,4.2%
Nc1ccccc1SCc1cc([N+](=O)[O-])cc2c1OCOC2,·,·,-1%,·,·,·,·,i,7,-0.84,3.9,0.023,0.82,1.6,2.3,2.0,i,12,3.2%
O=C(N/N=C/c1cc(Br)ccc1O)c1ccccc1Cl,-3.5,481,6%,-1,667,-0.17,1319,i,16,-0.6,-0.34,-0.7,0.54,9.3,0.7,16,i,12,-1.9%
COC(=O)c1ccccc1NC(=O)CSc1n[nH]c(-c2cccnc2)n1,0.9,939,-7%,-5,743,·,·,i,-12,0.43,-0.25,-0.13,0.31,4.5,2.8,4.5,i,52,0.5%

# Brought forward from above: two entries, followed by the next part.
SMILES,bCat nuc transl,bCat nuc transl cell count 5 µM,Salmonella PhoP GFP,Hep lipid drop,Hep lipid drop cells 6.5 µM,Ins promoter up,Ins promoter up cell count,Autophagy HCS,Autophagy HCS cell loss 18 h,Dynein cargo inh,Dynein cargo inh cytoplasmic EGFP,Dynein cargo inh nuclear GR-EGFP,Dynein cargo inh cell count,MT stabilizer,MT stabilizer Hoechst-high %,MT stabilizer cytotoxicity %,T cell modulator,T cell modulator vesicle-bound %,CSM14.1 death rescue
O=C(N/N=C/c1cc(Br)ccc1O)c1ccccc1Cl,-3.5,481,6%,-1,667,-0.17,1319,i,16,-0.6,-0.34,-0.7,0.54,9.3,0.7,16,i,12,-1.9%
COC(=O)c1ccccc1NC(=O)CSc1n[nH]c(-c2cccnc2)n1,0.9,939,-7%,-5,743,·,·,i,-12,0.43,-0.25,-0.13,0.31,4.5,2.8,4.5,i,52,0.5%
CCOC(=O)c1c(C)nc(C)c(C(=O)OCC)c1-c1cccnc1,-1.0,1151,0%,3,720,-0.2,1443,·,·,-0.77,-0.22,-0.37,0.21,·,·,·,i,34,·
CCOc1cc(OCC)cc(C(=O)O)c1,-3.0,1011,-6%,·,·,1.1,1376,i,19,0.19,-0.13,0.96,-0.55,3.0,1.4,5.1,i,32,5.0%
O=C(c1cc(-c2ccc(Cl)cc2)n(-c2ccc(Cl)c(Cl)c2)n1)N1CCOCC1,-1.8,1004,3%,-20,715,0.02,1317,i,10,0.56,-0.17,0.57,-0.4,1.7,1.4,12,i,30,-1.6%
Cc1c(Cl)cccc1NC(=S)N(Cc1ccccc1)Cc1cccnc1,-0.7,1027,1%,-7,687,-0.62,1217,i,26,-0.44,-0.23,0.14,0.74,4.0,1.9,17,i,33,-0.2%
COc1cc(C(=O)Nc2ccc(S(=O)(=O)Nc3cc(C)on3)cc2)cc(OC)c1OC,-7.9,980,11%,·,·,-0.49,1523,i,-2,-0.2,-0.18,0.077,0.79,2.0,1.2,2.6,i,52,-0.4%
O=C(CCCOc1ccc(Cl)cc1Cl)NNC(=O)C1CCC1,-1.5,1104,-1%,19,684,-0.23,1228,i,-10,0.16,-0.31,0.5,0.25,3.0,3.9,6.4,i,31,-0.9%
Cc1cccc2c(N=O)c(O)[nH]c12,1.7,1206,-7%,-8,642,-0.21,927,·,·,1.5,-0.24,1.3,-1.1,·,·,·,i,52,·
O=C(N1CCN(CCO)CC1)N1c2ccccc2CCc2ccccc21,-1.0,1335,-12%,19,761,0.37,1018,·,·,-0.14,-0.27,-0.14,0.43,·,·,·,i,30,·
Cc1cc(N2CCN(C)CC2)ccc1NC(=O)c1cccc(S(=O)(=O)N2CCc3ccccc3C2)c1,-0.9,937,-2%,6,682,-1.2,1032,i,-3,-0.29,-0.29,-0.041,0.71,1.8,2.3,3.1,i,32,-1.7%
CC(C)(C)C(=O)NC(CC(=O)O)c1ccccc1 (stereo unspecified),-5.9,1071,-3%,3,703,·,·,i,-1,0.029,-0.26,-0.46,-1.1,4.7,2.9,4.3,i,21,1.2%
CC(C)(C(=O)Nc1nccs1)c1ccccc1,-0.6,1038,-2%,2,674,-2.3,810,i,3,-0.78,-0.33,-0.29,0.37,3.7,1.4,5.5,i,31,-1.4%
COc1ccc(C2C(=O)N(CCc3ccccc3)CC(=O)N2C2CCCCC2)cc1 (stereo unspecified),·,·,-9%,-3,779,·,·,i,1,-0.2,0.052,0.12,0.74,1.0,1.9,4.4,i,31,1.0%
CC1CCC(=C(C#N)c2nc(-c3cc4ccccc4oc3=O)cs2)CC1 (stereo unspecified),1.0,1115,3%,-29,681,-0.74,1919,i,-2,0.45,-0.39,0.052,-0.55,1.4,1.6,15,i,19,-3.6%
COC(=O)c1c(NC(=O)CN2C(=O)NC3(CCc4ccccc4C3)C2=O)sc2c1CCCCC2 (stereo unspecified),-5.9,608,4%,-3,737,-0.36,1195,i,-3,-0.14,-0.27,0.45,0.64,3.5,2.0,10,i,48,-1.9%
COC(=O)c1c(NC(=O)c2ccnn2C)sc(C)c1C,·,·,·,·,·,·,·,i,12,-0.87,0.08,-0.33,1.7,3.0,1.8,6.5,i,54,·
Cc1cccc(N(C(=O)Cn2nnc3ccccc32)C(C(=O)NC(C)(C)C)c2ccsc2)c1 (stereo unspecified),-0.3,1114,4%,11,616,-0.34,2007,i,16,-1.2,-0.21,-0.85,0.5,3.1,1.8,6.9,i,10,-1.3%
CCOC(=O)C(C)Sc1ncnc2c1nnn2-c1ccc(F)cc1 (stereo unspecified),-3.1,964,1%,·,·,0.26,1653,i,33,2.5,0.38,2.6,-3.2,4.5,3.9,19,i,32,0.1%

# No enrichment for hits. Share with any hit: about 3%.
